FLuc counter: qHTS profiling assay for firefly luciferase inhibitor/activator using purifed enzyme and Km concentrations of substrates (counterscreen for miR-21 project); Luciferin 4-monooxygenase (Photinus pyralis), P08659; purified FLuc, Km substrates, luminescence inhibition; Potency, µM (highest dose often 57.5 µM), inactives show top-dose activity change, negative = inhibition, most hits filed as inhibitors; actives 6.9% (n = 360,000);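 note: plate controls were vehicle for no effect and reference inhibitor for full effect; nearly all actives have a fitted effect of over 55% in size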
Target sequence (P08659 whole entry, looked up): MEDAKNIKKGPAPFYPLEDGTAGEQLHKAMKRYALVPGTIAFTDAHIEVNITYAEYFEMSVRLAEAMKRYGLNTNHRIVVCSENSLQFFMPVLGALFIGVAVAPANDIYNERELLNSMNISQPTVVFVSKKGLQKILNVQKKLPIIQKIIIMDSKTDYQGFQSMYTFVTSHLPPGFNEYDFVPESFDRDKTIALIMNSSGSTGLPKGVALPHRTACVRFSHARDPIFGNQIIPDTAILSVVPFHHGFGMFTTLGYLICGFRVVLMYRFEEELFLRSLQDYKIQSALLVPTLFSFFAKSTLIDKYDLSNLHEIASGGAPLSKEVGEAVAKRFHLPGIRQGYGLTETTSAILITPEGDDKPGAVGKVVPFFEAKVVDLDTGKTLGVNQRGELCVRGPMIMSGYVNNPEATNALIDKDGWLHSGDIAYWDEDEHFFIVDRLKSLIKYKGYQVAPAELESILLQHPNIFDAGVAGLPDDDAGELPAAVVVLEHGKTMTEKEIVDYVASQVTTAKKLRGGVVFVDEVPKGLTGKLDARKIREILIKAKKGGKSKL
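Purified P. pyralis luciferase (10nM final) with 10uM D-luciferin and 10uM ATP (Km levels) in 50mM Tris acetate pH 7.5, 10mM Mg acetate, 0.01% Tween-20, 0.05% BSA; qHTS 6-point titration, ~60 µM downward; luminescence read.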
BRCA1 expr up: qHTS Assay to Identify Small Molecule Activators of BRCA1 Expression | MCF7-BRCA1-FFLuc reporter, luminescence, 48 h; response scale: scaled: vehicle 0%, 10 µM genistein 100% | Potency, µM (top dose mostly 46.1 µM), for inactives: top-dose activation, actives largely listed as activators | actives 1.1% (n = 380,000) | AID 624202, 2012; note: nearly all actives have a fitted effect of over 80% in size; some results filed as inactive show a strong effect at the top dose
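48 h compound treatment of MCF7-BRCA1-FFLuc cells (phenol-red free MEM, 37 °C), then 15 min with luciferase substrate and luminescence imaging.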
An asterisk follows results filed as active; [ ] = remark or other dose. Calls come from the whole dose curve; as a rule, active = well fitted curve in the direction sought with a large enough effect; inconclusive = small, poorly fitted or top-dose-only effect, or another doubt; inactive = no such curve, though single readings can be large; an effect the other way counts as inactive or inconclusive. Potency is the fitted concentration of half-maximal effect. Not all compounds are listed. The share of hits here may be higher or lower than overall.

Results for Cc1ccccc1N1CC(c2nc3ccccc3n2Cc2ccc(Br)cc2)CC1=O (stereo unspecified) ?
FLuc counter: 0.3%; BRCA1 expr up: -35.3%

Results for COc1ccc(-c2nc3ccccc3o2)cc1NC(=O)COc1c(C)cc(Cl)cc1Cl ?
FLuc counter: -1.2%; BRCA1 expr up: -7.5%

Results for Cc1ccccc1NC(=O)CSc1nc2c(oc3ccccc32)c(=O)n1-c1ccccc1F ?
FLuc counter: -8.0%; BRCA1 expr up: 9.8%

Results for CCCn1c(-c2ccc(S(=O)(=O)N3CCOCC3)cc2)csc1=Nc1ccc(OCC)cc1 ?
FLuc counter: 1.6%; BRCA1 expr up: 0.0%

Results for Cc1cc(Nc2ccc(C)c(Cl)c2)n2nc(Cc3ccccc3)nc2n1 ?
FLuc counter: 0.3%; BRCA1 expr up: -10.7%

What do the screens show for `CCCCNc1ccc(-c2nc(-c3ccccc3)no2)cc1[N+](=O)[O-]`?
FLuc counter: 3.1%; BRCA1 expr up: 4.3%

What do the screens show for `CCOC(=O)c1ccc(N2C(=O)c3n[nH]c(-c4cccs4)c3C2c2ccc(OCC)cc2)cc1` (stereo unspecified)?
FLuc counter: 2.7%; BRCA1 expr up: -75.7%[inhibitor]

How did O=C(CN1C(=O)COc2ccc(S(=O)(=O)N3CCCCCC3)cc21)N1CCN(c2ccccc2F)CC1 do in these assays?
FLuc counter: 5.3%; BRCA1 expr up: -10.1%

How did O=C(Nc1ccc2nc(SCCOc3ccccc3Cl)sc2c1)c1ccc2c(c1)OCO2 do in these assays?
FLuc counter: -9.8%; BRCA1 expr up: 0.0%

Results for CCn1ccc2c(OCC(=O)Nc3ccccc3C)cccc2c1=O ?
FLuc counter: -1.4%; BRCA1 expr up: 0.0%

How did Cc1ccc(-c2nnn3c2nc(NCCc2ccc(Cl)cc2)c2ccccc23)cc1 do in these assays?
FLuc counter: -18.4%; BRCA1 expr up: -28.6%

How did COc1ccccc1NC(=O)CN1C(=O)C2(SCC(=O)N2c2ccc(F)c(F)c2)c2ccccc21 (stereo unspecified) do in these assays?
FLuc counter: -9.7%; BRCA1 expr up: 0.0%

How did COc1cccc(-n2c(SCC(=O)Nc3nnc(C)s3)nc3c([nH]c4ccccc43)c2=O)c1 do in these assays?
FLuc counter: -1.9%; BRCA1 expr up: -29.1%

What do the screens show for `O=c1c2sc3ccccc3c2n(Cc2cccc(F)c2)c(=O)n1Cc1ccccc1`?
FLuc counter: -5.7%; BRCA1 expr up: 12.1%

Results for CC(Sc1nccn1C)C(=O)Nc1ccccc1C#N (stereo unspecified) ?
FLuc counter: -3.2%; BRCA1 expr up: 10.4%

Random excerpt: two compounds from above, in no set order.
How did Cc1ccc(-c2nnn3c2nc(NCCc2ccc(Cl)cc2)c2ccccc23)cc1 do in these assays?
FLuc counter: -18.4%; BRCA1 expr up: -28.6%

Results for CCn1ccc2c(OCC(=O)Nc3ccccc3C)cccc2c1=O ?
FLuc counter: -1.4%; BRCA1 expr up: 0.0%

Other results:
How did CCOC(=O)c1c(C)[nH]c(C)c1S(=O)(=O)N1CCCC(C(=O)Nc2cccc(C)n2)C1 (stereo unspecified) do in these assays?
FLuc counter: -6.7%; BRCA1 expr up: 14.5%

What do the screens show for `CCc1ccc(NC(=O)CC(c2cc(OC)c(OC)c(OC)c2)N2Cc3ccccc3C2=O)cc1` (stereo unspecified)?
FLuc counter: 0.7%; BRCA1 expr up: -3.0%

What do the screens show for `Cc1cc(-c2nc3ncccc3o2)ccc1NC(=O)COc1ccc(C(C)(C)C)cc1`?
FLuc counter: 3.9%; BRCA1 expr up: 26.1%

What do the screens show for `Cc1ccc(C)c(N2CCN(CCCNc3ncnc4onc(-c5ccc(Cl)cc5)c34)CC2)c1`?
FLuc counter: -4.1%; BRCA1 expr up: -0.5%

What do the screens show for `Cc1ccc2nc(-c3cccc(NC(=O)c4ccc(Br)o4)c3)oc2c1`?
FLuc counter: 2.69µM*; BRCA1 expr up: inconclusive

Results for Cc1ccc(S(=O)(=O)c2c(C)nn(-c3ccccc3)c2OC(=O)c2ccccc2F)cc1 ?
FLuc counter: inconclusive; BRCA1 expr up: -19.2%

Results for CCOC(=O)c1c(C)c(C(=O)NCCc2ccc(OC)cc2)c(C)n1C ?
FLuc counter: -1.4%; BRCA1 expr up: 3.5%

What do the screens show for `COc1ccc(CNC(=O)c2ccc3nc(CCc4ccccc4)oc3c2)cc1OC`?
FLuc counter: -19.1%; BRCA1 expr up: 0.0%

What do the screens show for `CCN(C(=O)CSc1nc2ccccc2n1Cc1ccccc1C#N)c1ccccc1`?
FLuc counter: -6.9%; BRCA1 expr up: 4.3%

How did CC1=C(C(=O)OCc2ccc(C)cc2)C(c2ccccc2F)CC(=O)N1 (stereo unspecified) do in these assays?
FLuc counter: -12.9%; BRCA1 expr up: -29.5%

Results for O=C(c1ccc2c(c1)N(Cc1ccc(Cl)cc1)C(=O)c1ccccc1S2=O)N1CCOCC1 (stereo unspecified) ?
FLuc counter: -3.9%; BRCA1 expr up: -0.2%

What do the screens show for `O=C(O)Cn1nc(N2CCN(c3ccc(F)cc3)CC2)ccc1=O`?
FLuc counter: 0.1%; BRCA1 expr up: -3.2%

How did O=C(Nc1c2c(nn1-c1ccc(Cl)cc1)CS(=O)(=O)C2)c1cccc(F)c1 do in these assays?
FLuc counter: 0.9%; BRCA1 expr up: -9.9%

How did COc1ccccc1C(=O)NC1(C(F)(F)F)NC(=O)N(CCc2ccccc2)C1=O (stereo unspecified) do in these assays?
FLuc counter: 1.5%; BRCA1 expr up: -7.4%

What do the screens show for `COc1ccc(C)cc1NC(=O)c1cc(S(=O)(=O)N2CCC(C)CC2)cn1C`?
FLuc counter: 3.7%; BRCA1 expr up: -4.9%

Among those listed so far, 2 contain a furan ring, fused or not.
Results for Cc1ccccc1NC(=O)CSc1nc2c(oc3ccccc32)c(=O)n1-c1ccccc1F ?
FLuc counter: -8.0%; BRCA1 expr up: 9.8%

What do the screens show for `Cc1ccc2nc(-c3cccc(NC(=O)c4ccc(Br)o4)c3)oc2c1`?
FLuc counter: 2.69µM*; BRCA1 expr up: inconclusive

Additional records.
Results for CCOC(=O)N1CCN(C(=O)CN(c2cc(C)ccc2OC)S(=O)(=O)c2ccc(C)cc2)CC1 ?
FLuc counter: -2.0%; BRCA1 expr up: 9.5%

How did CCN(C(=O)Cn1c(=O)n(CCCS(=O)(=O)C2CCCCC2)c(=O)c2ccccc21)c1cccc(C)c1 do in these assays?
FLuc counter: -1.2%; BRCA1 expr up: -6.6%

What do the screens show for `COc1ccc(OC)c(CNC(=O)c2cc3cc4ccc(OC)cc4nc3o2)c1`?
FLuc counter: 7.0%; BRCA1 expr up: 8.3%

Results for Cc1cc(=O)n2nc(N3CCC(C(=O)Nc4c(C)cccc4C)CC3)sc2n1 ?
FLuc counter: -0.2%; BRCA1 expr up: 7.6%

How did Fc1ccc(Cc2cn3cc(-c4ccccc4)nc3s2)cc1 do in these assays?
FLuc counter: 0.107µM*; BRCA1 expr up: 14.1%

How did CC(C)Nc1ccc(-c2nc(-c3ccccn3)no2)cc1[N+](=O)[O-] do in these assays?
FLuc counter: inconclusive; BRCA1 expr up: -1.2%

How did COc1cc2c(C(=O)N3CCN(c4cc(Cl)ccc4C)CC3)cn(CC(C)C)c(=O)c2cc1OC do in these assays?
FLuc counter: -3.2%; BRCA1 expr up: 13.2%

What do the screens show for `CCc1cccc(NC(=O)CN(c2ccc(C)cc2)S(=O)(=O)c2cccs2)c1`?
FLuc counter: 0.9%; BRCA1 expr up: -63.3%

What do the screens show for `CCOC(=O)c1c(N)n(-c2ccc(C)c(Cl)c2)c2nc3ccccc3nc12`?
FLuc counter: -4.2%; BRCA1 expr up: -28.9%

How did CCOC(=O)c1cc(S(=O)(=O)Nc2ccccc2)[nH]n1 do in these assays?
FLuc counter: -4.3%; BRCA1 expr up: 3.9%

How did CC(=O)c1c(C)oc2c(Cl)cc(NS(=O)(=O)c3ccc(Cl)cc3)cc12 do in these assays?
FLuc counter: 2.9%; BRCA1 expr up: -4.9%

How did COc1ccc(-c2c(C)nn3c4c(cnc23)C(=O)CC(c2ccc(C)cc2)C4)cc1 (stereo unspecified) do in these assays?
FLuc counter: -4.9%; BRCA1 expr up: 7.4%

How did COc1ccc2nc3sc(C(=O)NCCc4ccc(Cl)cc4)cc3cc2c1 do in these assays?
FLuc counter: -4.7%; BRCA1 expr up: -4.0%

How did COCCNC(=O)CCCn1c(=O)[nH]c2ccsc2c1=O do in these assays?
FLuc counter: -0.7%; BRCA1 expr up: 14.9%

What do the screens show for `COc1cc(Cl)c(NC(=O)CN(C)S(=O)(=O)c2ccc3c(c2)CCCC(=O)N3)c(OC)c1`?
FLuc counter: 0.6%; BRCA1 expr up: -14.9%

How did CCN(CC)S(=O)(=O)c1ccc2c(c1)N(CC(=O)N1CCN(c3ccccc3F)CC1)C(=O)CO2 do in these assays?
FLuc counter: -2.3%; BRCA1 expr up: 4.7%

How did Cc1c(C(=O)N(Cc2ccco2)Cc2ccccc2Cl)oc2ccc(F)cc12 do in these assays?
FLuc counter: -12.0%; BRCA1 expr up: -20.9%

What do the screens show for `COc1ccc(Cn2c(=O)[nH]c3cc(C(=O)N4CCN(c5cc(C)ccc5C)CC4)ccc3c2=O)cc1`?
FLuc counter: -4.9%; BRCA1 expr up: -5.6%

Results for Cn1c(=O)cc(OCC(=O)N2CCN(c3ccccc3)CC2)c2ccccc21 ?
FLuc counter: 1.2%; BRCA1 expr up: 0.7%

How did COc1ccccc1NC(=O)CCS(=O)(=O)c1cc2c3c(c1)CCN3C(=O)CC2 do in these assays?
FLuc counter: 5.7%; BRCA1 expr up: 0.0%

What do the screens show for `FC(F)(F)c1ccc2c(c1)ncc1c(-c3ccccc3)nn(-c3ccccc3)c12`?
FLuc counter: -1.0%; BRCA1 expr up: 6.8%

What do the screens show for `Cc1ccc(CCNC(=O)c2cc3c(=O)n(C)c4ccccc4c3n2C)cc1`?
FLuc counter: -0.2%; BRCA1 expr up: 4.7%

Results for O=C(Cn1nc(-c2ccc(Cl)cc2)ccc1=O)NCc1ccccc1Cl ?
FLuc counter: -11.0%; BRCA1 expr up: 3.4%

How did COc1ccc(-c2cc(C(F)(F)F)nc(SCCC(=O)Nc3ccc(O)cc3)n2)cc1 do in these assays?
FLuc counter: 0.4%; BRCA1 expr up: -12.4%

Results for COc1ccccc1NC(=O)Cn1c(=O)n(Cc2ccccc2)c(=O)c2c3c(sc21)CN(C(C)=O)CC3 ?
FLuc counter: -6.8%; BRCA1 expr up: 8.0%

How did COc1ccc(NCc2cccn2-c2nnc(N3CCCCC3)s2)cc1OC do in these assays?
FLuc counter: inconclusive; BRCA1 expr up: 1.5%

What do the screens show for `Cc1cccc(-n2c(=O)c3c(c4cc(C)ccc4n3C)n(C)c2=O)c1`?
FLuc counter: -4.8%; BRCA1 expr up: 1.6%

What do the screens show for `Cc1ccc(-c2nc3n(n2)C(=O)CC(c2ccc(C)cc2)S3)cc1` (stereo unspecified)?
FLuc counter: -10.3%; BRCA1 expr up: 12.1%

What do the screens show for `CCOC(=O)c1cnc2ccc(C(=O)OC)cc2c1Nc1ccc(OCc2ccccc2Cl)cc1`?
FLuc counter: -4.9%; BRCA1 expr up: 16.9%

How did Cc1ccccc1OCCSc1nc2ccc(NC(=O)c3ccccc3)cc2s1 do in these assays?
FLuc counter: -6.8%; BRCA1 expr up: -2.4%

Results for Cc1cccc2nc(Cn3c(=O)n(-c4ccc(Cl)cc4)c(=O)c4c5c(sc43)CCC5)cc(=O)n12 ?
FLuc counter: -4.1%; BRCA1 expr up: -23.1%

Results for COc1ccc(C)cc1NC1(c2ccccc2)C(=O)c2ccccc2C1=O ?
FLuc counter: -7.3%; BRCA1 expr up: -10.9%

How did Cc1cccc(N2CCN(C(=O)c3ccc4c(Cl)c5c(nc4c3)CCCC5)CC2C)c1 (stereo unspecified) do in these assays?
FLuc counter: -12.4%; BRCA1 expr up: 16.1%

Results for COc1ccc(-c2nn(-c3ccccc3)cc2C2NC(=O)NC(C)=C2C(=O)OC(C)C)cc1Cl (stereo unspecified) ?
FLuc counter: -4.5%; BRCA1 expr up: -55.9%

What do the screens show for `COC(=O)c1ccc(CSc2nc3c(c(=O)[nH]2)CCC3)cc1`?
FLuc counter: 4.8%; BRCA1 expr up: 6.0%

How did Cc1cn2c(=O)cc(COc3ccccc3NC(=O)c3ccccc3C)nc2s1 do in these assays?
FLuc counter: 1.1%; BRCA1 expr up: 14.9%

Results for O=C(CCS(=O)(=O)c1cc2c3c(c1)CCN3C(=O)CC2)NCc1ccc(F)cc1 ?
FLuc counter: -0.6%; BRCA1 expr up: -6.1%

How did CCOc1ccc(C(=O)c2cn(CC(=O)Nc3ccc(C)c(Cl)c3)c3ccc(OCC)cc3c2=O)cc1 do in these assays?
FLuc counter: 1.2%; BRCA1 expr up: -9.1%

How did O=C(CNC(=O)c1ccc(Cl)cc1)OCc1cc(=O)n2nc(C3CCCCC3)sc2n1 do in these assays?
FLuc counter: -18.2%; BRCA1 expr up: 36.5%

Results for CN1CCN(CCCNC(=O)c2cnn(-c3ccccc3)c2-n2cccc2)CC1 ?
FLuc counter: -2.0%; BRCA1 expr up: -6.7%

From PubChem BioAssay
